SENP7 block = SENP7 protease inhibition | inhibition, % at 5 µM | Q9BQF6 | recombinant SENP7, Z-RLRGG-aminoluciferin luminescence, 40 min | AID 434973 | hit rate 1.5% among 330,000;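 active = inhibition above about 50% at the single test dose, limit read from the data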;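 also: plate controls were DMSO with enzyme for no effect and no enzyme buffer wells for full effect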
Apaf-1 inh = human Apaf-1 inhibition; reconstituted apoptosome caspase-3 activity, DEVD-Rh110 fluorescence; inhibition, % at 20 µM; O14727; hit rate 0.71% among 330,000; active = inhibition of at least 40% at 20 µM;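 also: plate controls were DMSO wells for no effect and DEVD-CHO caspase inhibitor wells for full effect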
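System – cell-free apoptosome with Apaf-1, procaspase-3 and caspase-9 · Buffer or medium – pH 7.5 Hepes buffer with CHAPS, BSA, DTT · Also added – cytochrome c with DEVD-Rh110 · Times – 30 min compound preincubation, 50 min activation, room temperature · Technique – Rh110 fluorescence intensity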
SENP8 block-1 = inhibitors of human SENP8 protease; AID 2540; hit rate 1.2% among 330,000; Q96LD8; purified SENP8, Z-RLRGG-aminoluciferin cleavage, luminescence; inhibition, % at 10 µM; in the data active = inhibition above about 50%
Target sequence (Q96LD8 whole entry, looked up): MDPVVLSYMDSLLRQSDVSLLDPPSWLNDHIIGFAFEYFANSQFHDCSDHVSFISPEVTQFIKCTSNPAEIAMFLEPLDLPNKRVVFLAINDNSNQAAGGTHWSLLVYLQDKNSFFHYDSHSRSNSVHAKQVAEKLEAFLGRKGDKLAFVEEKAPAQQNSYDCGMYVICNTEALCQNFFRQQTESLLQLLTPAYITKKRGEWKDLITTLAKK
SENP8 block-2 = blocks human SENP8 cleavage of Nedd8 substrate; inhibition, % at 20 µM; recombinant SENP8, Nedd8 substrate fluorescence; hit rate 0.64% among 360,000; AID 602440; in the data active = inhibition mostly above about 40%, no sharp cut-off; inactive = mostly below about 27%
NLRP3 yeast inh = blocks the NALP3 inflammasome reconstituted in yeast. Yeast reconstituted NLRP3/ASC/caspase-1, beta-gal luminescence, 24 h. inhibition, % at 10 µM. hit rate 0.39% among 330,000. AID 2825;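 active = inhibition of 50% or more; inactive = inhibition below 50%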;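 also: plate controls were induced DMSO wells for no effect and uninduced yeast grown without galactose for full effect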
HKDC1 inh = blocks human hexokinase HKDC1 activity. Q2TB90. recombinant HKDC1, G6PDH/diaphorase resazurin coupled fluorescence. inhibition, % at 20 µM. hit rate 0.16% among 340,000. AID 493160;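 active = inhibition above about 35% when tested at 20 µM, limit read from the data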;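 also: plate controls were DMSO wells with enzyme for no effect and DMSO wells lacking enzyme for full effect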
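Material: recombinant HKDC1 hexokinase; Amount: HKDC1 at 5 µg/mL; Medium: Tris pH 8.0 buffer with MgCl2, Tween-20, BSA, BME; Schedule: 90 min reaction incubation at room temperature, dark; Technique: coupled resazurin fluorescence, excitation 525 nm, emission 613 nm.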
SENP6 inh = inhibitors of human SENP6 protease | Q9GZR1 | Recombinant SENP6 catalytic domain, aminoluciferin luminescence | inhibition, % at 10 µM | hit rate 1.8% among 330,000 | AID 2599;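 active = inhibition above about 50% at the single tested dose, limit read from the data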;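 also: plate controls were DMSO wells with enzyme for no effect and DMSO wells lacking enzyme for full effect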
Target sequence (Q9GZR1 628-1112 limits assumed): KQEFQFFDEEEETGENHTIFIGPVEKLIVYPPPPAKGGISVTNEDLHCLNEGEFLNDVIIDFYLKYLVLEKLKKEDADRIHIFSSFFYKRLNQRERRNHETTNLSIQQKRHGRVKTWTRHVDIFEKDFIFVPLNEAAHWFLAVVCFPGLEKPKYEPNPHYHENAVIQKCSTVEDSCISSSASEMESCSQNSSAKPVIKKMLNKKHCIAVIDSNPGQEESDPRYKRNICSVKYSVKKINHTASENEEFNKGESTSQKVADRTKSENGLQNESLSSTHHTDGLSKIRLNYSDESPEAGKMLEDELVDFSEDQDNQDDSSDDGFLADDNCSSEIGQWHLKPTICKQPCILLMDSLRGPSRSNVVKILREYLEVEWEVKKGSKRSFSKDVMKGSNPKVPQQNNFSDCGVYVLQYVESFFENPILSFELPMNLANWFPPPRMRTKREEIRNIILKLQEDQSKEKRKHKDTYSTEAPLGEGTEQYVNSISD
SENP1 FRET inh = SENP1 (human) catalytic domain inhibition | Q9P0U3 | recombinant SENP1 catalytic domain, CyPet-SUMO1-YPet FRET cleavage | inhibition, % at 10 µM | hit rate 0.21% among 360,000;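 active = inhibition at least 30% at 10 µM, raw YFP signal under a set limit, fluorescence ratio 0.5 to 1.5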;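 also: 0% = enzyme with DMSO and 100% = no enzyme wells; some results filed as inactive read as strong as hits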
Target sequence (Q9P0U3 419-644 limits assumed): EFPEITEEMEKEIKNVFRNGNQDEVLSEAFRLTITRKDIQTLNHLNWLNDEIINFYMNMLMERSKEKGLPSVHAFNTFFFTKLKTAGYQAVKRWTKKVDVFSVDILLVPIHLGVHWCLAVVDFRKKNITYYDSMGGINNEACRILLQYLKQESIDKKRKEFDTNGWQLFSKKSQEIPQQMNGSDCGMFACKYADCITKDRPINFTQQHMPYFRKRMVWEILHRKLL
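Compound: 10 µM single point, 0.5% DMSO; Test system: hSENP1 catalytic domain, recombinant; Timing: 50 min reaction at room temperature; Technique: FRET, CFP and YFP emission; Control set: no-enzyme wells low, DMSO-plus-enzyme wells high control.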
PfGluPho inh = PfG6PD (Plasmodium falciparum) enzyme inhibition. PfGluPho enzyme, NADPH resazurin-diaphorase fluorescence. inhibition, % at 20 µM. hit rate 0.78% among 350,000;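 active = inhibition reaching at least a set limit at 20 µM in the primary screen, cut at about 59% in these data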;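 also: 0% = DMSO wells with substrate and 100% = DMSO wells lacking glucose-6-phosphate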
* hit, by the source's call; i = inactive; x = not tested or not shown.

SMILES	SENP7 block	Apaf-1 inh	SENP8 block-1	SENP8 block-2	NLRP3 yeast inh	HKDC1 inh	SENP6 inh	SENP1 FRET inh	PfGluPho inh
Fc1ccc(-c2nnc(Cc3ccc(Cl)cc3)o2)cc1	3	-11	-5	5	26	3	-23	2	-7
COc1ccc(/C=N/NC(=O)c2cc(-c3ccc(C)cc3C)nc3ccccc23)cc1COC(C)=O	-12	17	-1	-2	12	7	-6	0	-18
CCc1ccccc1NS(=O)(=O)c1ccc(SC)cc1	-15	9	-8	27	24	-1	-9	2	-4
CC(C)CC1NC(=S)N(C2CCCCC2)C1=O (stereo not drawn)	2	0	-4	16	10	-5	6	2	-17
O=C1CC(NCc2ccc(F)cc2)C(=O)N1c1ccccc1 (stereo not drawn)	3	-7	7	7	10	-5	26	1	16
Cn1c(-c2ccc3c(c2)OCO3)cnc1NC(=O)CCC(=O)NCCc1ccccc1	-2	6	-4	1	10	-8	8	4	-3
Cn1c2ccc(Br)cc2c2nnc(SCC(=O)O)nc21	-6	10	-8	9	16	-1	-4	1	26
Cc1cccc(C(=O)NC2CCCCCCC2)c1	5	1	-13	12	27	0	11	-2	3
COc1ccc(-n2c(=S)[nH]c3sc(-c4ccccc4)cc3c2=O)c(OC)c1	12	-13	5	-68	3	-1	-7	0	-18
CCOC(=O)CN(C(=O)CNC(=O)c1cccs1)C(C(=O)NC1CCCC1)c1ccncc1 (stereo not drawn)	3	-8	1	5	4	1	2	1	2
O=C(CSc1nnc(-c2ccccc2)c(-c2ccccc2)n1)Nc1ncc(Cl)cc1Cl	-2	14	4	15	8	-5	8	3	2
COc1ccc(OC)c(C(=O)COC(=O)c2[nH]c(C)c(C(C)=O)c2C)c1	-7	-8	-9	-331	38	-4	-6	2	11
O=C(CS(=O)(=O)Cc1ccccc1)N1CCc2ccccc2C1	-10	21	-3	50*	-10	-3	6	-3	-4
CCCc1cc(C(=O)N2CCC(N3CCC(C(=O)NC(C)C)CC3)CC2)n(C)n1	15	-9	0	10	4	6	5	-3	-7
NNC(=O)c1ncoc1-c1ccc(Cl)cc1	0	-9	-7	4	-5	-7	-12	0	-1
Cc1ccc(C(=O)NC(C(=O)Nc2cccc(S(N)(=O)=O)c2)C(C)C)cc1 (stereo not drawn)	-2	-5	11	23	-1	-6	5	0	4
Nc1c(N=O)c(=O)[nH]c(=O)n1-c1ccccc1	2	-1	3	11	15	-6	12	1	-15
C#CC(CC)(CC)NC(=O)Nc1ccccc1C(=O)OC	1	-10	1	-187	-3	3	-5	0	-5
Cc1ccc2c(c1)Sc1ccccc1CC2=O	-2	-3	-6	-12	46	-1	-1	3	-18
CC1(C)CC(NC(=O)C23CCC(C)(C(=O)C2=O)C3(C)C)CC(C)(C)N1 (stereo not drawn)	3	-4	5	7	16	-3	9	2	-10
Cn1nc(C(F)(F)F)c(-c2ccc(F)cc2)c1NC(=O)c1cccnc1	0	-15	2	0	21	1	-13	1	2
O=C(COc1ccccc1)N1CCCCCCC1	7	-15	-8	22	4	-5	-11	-6	-11
O=C(COC(=O)CNC(=O)c1ccc(Cl)cc1Cl)NNC(=O)c1ccccc1	4	1	-2	4	14	-1	-3	2	-3
Cc1sc2ncnc(N3CCN(CCOc4ccc(Cl)cc4)CC3)c2c1C	3	17	-2	11	12	10	-8	-1	5

Records listed above that bear a hit mark in SENP8 block-2.
Structure	SENP7 block	SENP8 block-2	NLRP3 yeast inh	HKDC1 inh	SENP6 inh	SENP1 FRET inh	PfGluPho inh
O=C(CS(=O)(=O)Cc1ccccc1)N1CCc2ccccc2C1	-10	50*	-10	-3	6	-3	-4

Continued:
SMILES	SENP7 block	Apaf-1 inh	SENP8 block-1	SENP8 block-2	NLRP3 yeast inh	HKDC1 inh	SENP6 inh	SENP1 FRET inh	PfGluPho inh
O=C(CNC(=S)N(Cc1ccccc1F)C1CCCCC1)NCCCN1CCOCC1	-3	11	-1	17	2	-5	-16	2	-6
CCn1c2c(c3cc(Cl)ccc31)CCCC2=O	-14	8	-11	-178	44	0	-4	5	12
Cc1nn(-c2ccccc2)c2c1C(c1ccc(O)c(O)c1)N1C(=N2)C(Nc2ccccc2)=Nc2ccccc21 (stereo not drawn)	-1	19	-9	-138	7	-5	-40	6	-13
O=C(CCCCCN1C(=O)[C@@H]2Cc3ccccc3CN2C1=O)Nc1ccccc1F	8	4	2	-7	9	-2	14	2	-3
CN(Cc1cc(=O)[nH]c2ccccc12)C(=O)c1ccccc1	5	-14	-6	-4	-5	0	-16	1	-17
CN(CC(=O)Nc1cccc(S(=O)(=O)NC2=NCCCCC2)c1)Cc1ccc(C(C)(C)C)cc1	3	18	1	4	18	-5	-2	1	-3
COc1ccc(C2CC(=O)c3cc(OC)ccc3O2)cc1 (stereo not drawn)	x	x	x	i	x	-1	x	-1	-7
O=C(CCCc1ccccc1)c1ccccc1	60*	10	59*	11	0	4	80*	1	12
CCOc1ccccc1Nc1nnc(SCC(=O)Nc2ccc3[nH]c(=O)[nH]c3c2)s1	-1	-11	-12	-16	-6	33	-8	-9	49
CCC(C)(C(=O)NC1CCCC1)N(C(=O)c1cnccn1)c1c(C)n(C)n(-c2ccccc2)c1=O (stereo not drawn)	1	-10	-1	8	-10	5	5	4	11
Cc1c(Cl)cccc1NC(=O)COc1ccc(S(=O)(=O)N2CCOCC2)cc1	9	8	-1	3	9	9	1	2	-10
CC1(C)CC(=O)C=C(c2cccs2)C1	3	-7	-2	14	-4	-5	5	1	1
CC1=CC(C)(C)[N+](C)(C)c2ccccc21	7	-1	3	-5	9	15	3	3	-1
Cc1cc(NS(=O)(=O)c2ccc(NC(=O)C(C)Oc3ccc(Cl)cc3)cc2)no1 (stereo not drawn)	-9	-3	-6	10	4	-10	-3	-1	-23
CCC(C)C(=O)Nc1cc(OC)c(OC)cc1C(=O)O (stereo not drawn)	-3	-8	3	13	-7	1	-7	2	12
COCc1cc(C)nc2sc(C(=O)OC(C)C)c(N)c12	7	15	-1	i	8	1	-1	-53	0
Cc1ccc(C)c(-n2cc(CNCCc3cnccn3)c(-c3ccccc3)n2)c1	-1	-9	-8	9	9	-7	-3	-3	12
COc1ccc(C(C)=O)cc1Cn1nnc(-c2ccccc2Br)n1	1	-3	1	20	5	-3	-3	2	6
CCOC(=O)C1CCN(C(=O)COC(=O)COc2ccc(Cl)cc2)CC1	-1	-5	-5	14	2	-7	-4	6	-2
CCn1c(NC(=O)C(C)C)c(-c2cccs2)c(=O)c2ccccc21	1	-13	-5	-74	20	-8	2	1	6
Cc1onc(-c2c(Cl)cccc2Cl)c1C(=O)Nn1cnnc1	-2	-17	-8	14	-2	-7	1	2	9
Cc1ccc(/C=C2/Sc3ccccc3N(CC(=O)NCCCOC(C)C)C2=O)cc1	1	18	-9	-6	11	-6	10	0	7
O=C1c2ccccc2C(=O)N1CCOc1ccccc1	47	8	18	11	40	-5	60*	1	-4
COc1ccc(Nc2cc(C)nc3c(C)cccc23)cc1OC	9	-3	-1	-6	18	1	-8	-2	-10

The closing 5 entries of the section before lead into the next.
SMILES	SENP7 block	Apaf-1 inh	SENP8 block-1	SENP8 block-2	NLRP3 yeast inh	HKDC1 inh	SENP6 inh	SENP1 FRET inh	PfGluPho inh
CCn1c(NC(=O)C(C)C)c(-c2cccs2)c(=O)c2ccccc21	1	-13	-5	-74	20	-8	2	1	6
Cc1onc(-c2c(Cl)cccc2Cl)c1C(=O)Nn1cnnc1	-2	-17	-8	14	-2	-7	1	2	9
Cc1ccc(/C=C2/Sc3ccccc3N(CC(=O)NCCCOC(C)C)C2=O)cc1	1	18	-9	-6	11	-6	10	0	7
O=C1c2ccccc2C(=O)N1CCOc1ccccc1	47	8	18	11	40	-5	60*	1	-4
COc1ccc(Nc2cc(C)nc3c(C)cccc23)cc1OC	9	-3	-1	-6	18	1	-8	-2	-10
Cc1cccc2cc(C(c3nnnn3Cc3ccc4c(c3)OCO4)N3CCCC3)c(=O)[nH]c12 (stereo not drawn)	7	5	-7	-45	9	-4	2	-9	-9
C[C@H](NC(=O)OC(C)(C)C)C(=O)NCC1CCC(C(=O)O)CC1 (stereo partly drawn)	0	3	2	-4	8	-3	-4	6	0
O=C(NCc1ccco1)C(c1ccco1)N(Cc1cccs1)C(=O)Cn1nnc2ccccc21 (stereo not drawn)	0	10	11	18	3	-1	-10	0	5
COc1ccc(-n2c(=S)[nH]c3[nH]ncc3c2=O)cc1	8	0	-3	28	2	0	-9	4	50
CCN(CC(=O)Nc1c(F)cccc1F)C(=O)Cc1csc(-c2ccc(OC)c(OC)c2)n1	10	23	-6	-422	13	-4	-2	-1	13
Cc1cc2nc(-c3cccc(NC(=O)c4ccc(Br)o4)c3)oc2cc1C	-1	6	1	-9	18	-6	20	4	10
Cc1cccc2cc(C(c3nnnn3Cc3ccccc3)N3CCN(C)CC3)c(=O)[nH]c12 (stereo not drawn)	10	1	2	-96	-18	5	5	-2	-4
Cc1ccc(NC(=O)CSCC(=O)N(C)CC(=O)Nc2cccc3ccccc23)cc1	-4	7	-15	-9	1	2	-8	0	6
Cn1cnc([N+](=O)[O-])c1Cl	1	-12	3	22	-2	-5	-21	-1	-9
Cc1ccc(S(=O)(=O)N(C)c2ccc(C(=O)Nc3ccccn3)cc2)cc1	-3	10	-8	10	37	0	-12	1	32
O=C(COC(=O)c1ccc(S(=O)(=O)N2CCCC2)cc1)Nc1cccc(F)c1	-9	2	-25	7	-2	-5	-7	0	6
O=C(/C=C/c1ccccc1)NNC(=O)c1ccco1	-5	-5	4	0	4	2	-18	-1	-8
COc1ccc(NC(=O)CC2C(=O)NCCN2C(=O)Nc2ccc(C(F)(F)F)cc2)cc1 (stereo not drawn)	4	11	-2	0	5	2	1	1	11
COc1ccc(Cc2nnnn2CC(=O)O)cc1	-4	-6	3	29	5	-3	-20	2	-5
Cn1c(=NC(=O)c2ccco2)sc2ccccc21	52*	-5	46	-387	43	-1	67*	-1	21
O=C(Cc1c[nH]c2ccccc12)NCc1ccc(Cl)cc1	-2	1	-1	14	15	-5	-5	0	27
CCCN(CCC)CCOc1cc(C)ccc1C(C)C	1	4	-7	22	0	-10	-9	-1	-9
CN1CCN(c2ccc(NC(=O)CSc3nnnn3-c3ccccc3Cl)cc2)CC1	-14	7	-17	14	2	-1	-4	0	-17
Cc1cc(C)n(-c2ccc(C(=O)Nc3cccnc3Cl)cc2)n1	4	-2	-1	10	19	-8	-12	1	-7
COc1ccc(OC)c(-n2c(SCC(N)=O)nnc2-c2c[nH]c3ccccc23)c1	-2	-5	9	7	0	-4	-15	0	7
Cc1ccc(C(=O)Nc2ccc3c(c2)OCCO3)c(Cl)c1	85*	-7	78*	10	-1	-7	89*	2	14
COc1cc(/C=N/n2c(C3CCCCC3)n[nH]c2=S)ccc1O	4	4	-7	-6	-4	-4	-8	0	22
Cc1ccc(C)c(-c2ccc(=O)n(Cc3cccc(Br)c3)n2)c1	3	26	-3	12	24	1	-11	0	1
Cc1nc(N2CCN(C(=O)c3ccco3)CC2)c2c3c(sc2n1)CCC3	-1	11	4	-34	8	1	8	-1	7
S=C(Nc1cc(Cl)cc(Cl)c1)NC1CCN(Cc2ccccc2)CC1	11	31	-11	8	56*	-1	-12	1	17

Screening results from PubChem.
